# TNAP activation fold: human TNAP enzyme activators, primary screen, biochemical, luminescent, no phosphate acceptor, uHTS (AID 1001) | Alkaline phosphatase, tissue-nonspecific isozyme (Homo sapiens) | purified TNAP, luminescent activation assay, no phosphate acceptor; higher activation fold means a stronger effect | activation fold at 20 µM; hits with a dose series show EC50 in µM | 200,000 tested, 0.03% active; in the data active means activation fold from about 3, or a potency from the dose series; inactive means the rest, 99 in 100 with activation fold below about 1.6; further: many of its hits are not listed in these tables
# KOR beta-arrestin-1: KOR agonists, beta-arrestin recruitment, primary screen, cell-based, luminescence, uHTS (AID 1777); KOR beta-arrestin recruitment, luminescence; higher % means a stronger effect; one-dose activation, % at 10 µM; EC50 in µM for titrated hits; 280,000 tested, 0.02% active; in the data active means activation above about 50%, passing the limit was not always enough; further: a part of the inactive calls stands beside numbers as strong as those of hits
# CSM14.1 death rescue: rescue of cells from ER stress-induced death, primary screen, 384-well, CSM14.1, thapsigargin, ATP luminescence (AID 1222); cellular ATP content (survival), % at 20 µM; hits with a dose series show EC50 in µM; 190,000 tested, under 10 active; CSM14.1 thapsigargin-induced death rescue, ATP luminescence; higher % means a stronger effect;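 active means EC50 below 50 µM in the dose-response confirmation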;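 further: death triggered by thapsigargin at about 15 µM added after 2 h compound pretreatment; cell ATP read after overnight thapsigargin exposure of roughly 18 to 22 hours; normalized against plate controls of thapsigargin alone and 5% DMSO vehicle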
# KOR beta-arrestin-2: KOR antagonists, beta-arrestin recruitment, cell-based, luminescence, uHTS (AID 1778); Kappa-type opioid receptor (Homo sapiens); KOR beta-arrestin recruitment, luminescence, antagonist mode; higher % means a stronger effect; inhibition, % at 10 µM; hits with a dose series show IC50 in µM; 290,000 tested, 0.091% active; further: strong numbers were not always called active
# NOD1 inhibition: NOD1 signaling inhibitors, primary screen, cell-based, luminescence, uHTS (AID 1578) | NOD1-driven NF-kB luciferase reporter cells, luminescence; higher % means a stronger effect | inhibition, % at 4 µM; hits with a dose series show EC50 in µM | 290,000 tested, 1% active; in the data active means inhibition mostly above about 36%, no sharp cut-off; inactive means mostly below about 34%;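 further: HEK-293T reporter cells stimulated with the NOD1 agonist gamma-tri-DAP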
# NTR1 agonist: agonists of NTR1, primary screen, imaging, U2OS cells, beta-arrestin-GFP, high content (AID 493036). activation, % at 20 µM. Neurotensin receptor type 1 (Homo sapiens), P30989. NTR1-U2OS beta-arrestin-GFP spot imaging, agonist mode. 330,000 tested, 0.17% active;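 active means activation at or above 40% of the spot to cytoplasm intensity ratio, with at least 20 cells analyzed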;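 further: 0% = DMSO without peptide and 100% = 100 nM NTR1 peptide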
# Target sequence (P30989 whole entry, looked up): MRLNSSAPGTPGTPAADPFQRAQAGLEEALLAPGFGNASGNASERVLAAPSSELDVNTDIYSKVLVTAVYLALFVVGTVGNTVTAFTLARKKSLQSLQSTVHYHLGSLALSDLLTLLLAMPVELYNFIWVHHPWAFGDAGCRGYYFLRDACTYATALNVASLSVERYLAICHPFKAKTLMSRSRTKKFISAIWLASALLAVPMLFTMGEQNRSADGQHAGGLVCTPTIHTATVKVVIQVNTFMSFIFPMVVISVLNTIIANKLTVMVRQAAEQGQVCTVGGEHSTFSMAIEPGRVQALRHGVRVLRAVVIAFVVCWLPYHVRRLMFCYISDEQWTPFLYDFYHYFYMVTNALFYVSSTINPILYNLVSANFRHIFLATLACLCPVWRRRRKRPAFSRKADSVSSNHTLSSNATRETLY
# Yfh1-off respiration: enhancers of respiration in Yfh1-depleted yeast, dose response, Friedreich's ataxia, plus single-dose screen (AID 1465). fold induction at 50 µM; hits with a dose series show EC50 in µM. S. cerevisiae Yfh1-off respiration, WST-1 reduction, 72 h; higher fold induction means a stronger effect. 220,000 tested, 0.074% active;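 active means fold induction of absorbance versus untreated yeast above a set limit, then at least 30% activation at any dose in follow-up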;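 further: activators that raise dye reduction in frataxin-depleted yeast; strong numbers were not always called active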
# NOD2 inhibition: NOD2 signaling inhibitors, cell-based, luminescence, uHTS, HEK293 (AID 1566) | HEK293 NOD2/NF-kB luciferase reporter, luminescence; higher % means a stronger effect | inhibition, % at 4 µM; hits with a dose series show EC50 in µM | 290,000 tested, 0.63% active; further: many of its hits are not listed in these tables
# GPR55 activation: GPR55 agonists via beta-arrestin recruitment, primary screen, imaging, U2OS cells, beta-arrestin-GFP redistribution (AID 1961). G-protein coupled receptor 55 (Homo sapiens). 290,000 tested, 0.048% active. activation, % at 10 µM, or EC50 in µM where a hit was titrated. U2OS GPR55 beta-arrestin-GFP redistribution imaging; higher % means a stronger effect;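 active means activation above 40% with more than 50 cells counted in the well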;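 further: U2OS osteosarcoma cells stably expressing GPR55 and beta-arrestin-GFP; plate controls were DMSO negative control for no effect and LPI positive control for full effect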
# NTR1 agonist cell count 20 µM: second read-out of NTR1 agonist, no call of its own (marks repeat the call); cell count; measured here: cell count, cytotoxicity flag
# The depositor's hits bear a star; i = inactive; nt = no result given; [ ] = remark or other dose. Unless noted, no stated cut-off is given here; in the data, active means inhibition above about 50%; inactive means the rest.
SMILES,TNAP activation fold,KOR beta-arrestin-1,CSM14.1 death rescue,KOR beta-arrestin-2,NOD1 inhibition,NTR1 agonist,NTR1 agonist cell count 20 µM,Yfh1-off respiration,NOD2 inhibition,GPR55 activation
COc1ccccc1N1CCN(C(=O)CSc2nnc3c4ccccc4nc(Cc4ccccc4)n23)CC1,1.1,-1.6%,3.2%,16%,12%,2.1,79,i,21%,-0.1%
CCOc1ccccc1NC(=O)CSC1=C(C#N)C(c2ccco2)C(C(=O)Nc2nc3ccccc3s2)=C(C)N1 (stereo not drawn),1.2,-1.0%,0.6%,14%,-20%,-3.7,63,i,-10%,-0.1%
O=C(COc1ccc(Cl)cc1Cl)Nc1ccc(Cl)cn1,1.1,4.0%,-3.6%,19%,-23%,2.3,57,i,-209%,-0.2%
CC(=O)c1cccc(NC(=S)Nc2ccn(Cc3cccc4ccccc34)n2)c1,1.5,-1.9%,3.4%,5%,-5%,0.3,27,i,14%,1.1%
NC(=O)COc1ccc(C23CC4CC(CC(C4)C2)C3)cc1,1.1,-3.7%,-2.3%,32%,-28%,1.7,87,i,-19%,0.2%
COC(=O)c1cccnc1N1CCN(c2ccccc2F)CC1,1.1,-1.1%,-2.6%,-10%,-11%,0.0,54,i,-12%,-0.3%
FC(F)(F)c1ccccc1NC(=S)Nc1cccc(Cl)c1,0.9,-4.5%,-2.1%,-7%,-23%,-1.1,95,i,0%,-0.2%
COC(=O)c1cc(OC)c(OC)cc1NC(=S)N1CCOCC1,nt,1.7%,nt,-4%,-12%,-1.5,88,nt,-1%,-0.1%
COc1ccc(C(=O)Nc2nnc(SCC(=O)NCc3ccco3)s2)c(OC)c1,nt,2.1%,nt,12%,15%,0.4,50,nt,-32%,-0.1%
O=C(NCc1ccccn1)c1cccc(NS(=O)(=O)c2ccccc2F)c1,1.1,2.2%,0.6%,41%,28%,0.8,57,i,7%,0.0%
O=c1cc2c(n[nH]1)-c1ccccc1CC2,nt,-2.0%,nt,-1%,-13%,-0.9,93,nt,9%,0.2%
O=C(COC(=O)c1ccc(S(=O)(=O)Nc2ccccc2)cc1)NCC1CCCO1 (stereo not drawn),nt,2.5%,nt,15%,-13%,0.5,75,i,-7%,-0.1%
Cc1nn(Cc2ccccc2Cl)c(C)c1C(=O)NC1=NCCS1,1.1,-5.4%,6.1%,16%,-24%,-0.3,60,nt,-6%,-0.2%
O=C(N/N=C/c1c[nH]c2ccccc12)c1[nH]c2ccc(Br)cc2c1-c1ccccc1,1.3,3.5%,-3.1%,-107%,26%,nt,nt,i,-13%,0.3%
C=CCn1cccc(C(=O)Nc2ccc(C)c(Cl)c2)c1=O,nt,-2.4%,nt,12%,-16%,nt,nt,nt,-77%,-0.1%
N#Cc1nc(-c2ccc(Cl)cc2)oc1NCC1CCCO1 (stereo not drawn),1.1,-2.9%,-1.6%,22%,-56%,4.6,76,i,-36%,-0.1%
Cc1ccc2nc(NC(=O)C3CCN(S(=O)(=O)c4cccc5nsnc45)CC3)sc2c1,1.1,-0.5%,-1.6%,25%,2%,2.0,57,i,-2%,0.0%
N/C(=N\OC(=O)c1ccc([N+](=O)[O-])cc1Cl)c1ccccn1,nt,-1.4%,nt,-32%[20 µM],46%,1.2,47,nt,-38%,0.8%
O=C(Nc1ncc(S(=O)(=O)c2ccc([N+](=O)[O-])cc2)s1)c1cccc2ccccc12,1,41%,-0.7%,-25%,48%,7.0,64,i,6%,0.9%
Cc1ccc(-c2noc(CCC(=O)Nc3cc(C)ccn3)n2)cc1,1.1,-1.3%,0.1%,-3%,8%,-0.6,71,i,16%,-0.3%
O=c1cc(Nc2ccc3c(c2)OCCO3)[nH]c(=O)n1-c1ccc(Cl)cc1,1,-3.7%,-1.6%,-12%,-1%,0.2,99,i,9%,-0.1%
CN1C(=O)NC(c2ccccc2)C2=C1CN(c1ccc3ccccc3c1)C2=O (stereo not drawn),1.1,-1.7%,0.5%,12%,-12%,0.4,65,i,12%,0.0%
Cc1cccc(NC(=O)c2ccc(S(=O)(=O)N3CCCCC3C)cc2)n1 (stereo not drawn),nt,0.5%,nt,-8%,4%,1.1,70,nt,23%,0.3%
CCCSc1nc(N)c2c3c(sc2n1)CN(C)CC3,1.1,-3.3%,nt,7%,-33%,3.5,37,nt,-8%,0.6%
CCC(C)(C)C(=O)Nc1ccc(C(N)=O)cc1,1.1,0.1%,0.0%,-8%,1%,0.3,47,i,9%,-0.1%

# Compound profiles, from the list above. Order of screens: TNAP activation fold	KOR beta-arrestin-1	CSM14.1 death rescue	KOR beta-arrestin-2	NOD1 inhibition	NTR1 agonist	NTR1 agonist cell count 20 µM	Yfh1-off respiration	NOD2 inhibition	GPR55 activation
# COc1ccc(C(=O)Nc2nnc(SCC(=O)NCc3ccco3)s2)c(OC)c1 is listed with nt	2.1%	nt	12%	15%	0.4	50	nt	-32%	-0.1%
# NC(=O)COc1ccc(C23CC4CC(CC(C4)C2)C3)cc1 is listed with 1.1	-3.7%	-2.3%	32%	-28%	1.7	87	i	-19%	0.2%
# C=CCn1cccc(C(=O)Nc2ccc(C)c(Cl)c2)c1=O is listed with nt	-2.4%	nt	12%	-16%	nt	nt	nt	-77%	-0.1%
# O=C(Nc1ncc(S(=O)(=O)c2ccc([N+](=O)[O-])cc2)s1)c1cccc2ccccc12 is listed with 1	41%	-0.7%	-25%	48%	7.0	64	i	6%	0.9%
# Cc1ccc(-c2noc(CCC(=O)Nc3cc(C)ccn3)n2)cc1 is listed with 1.1	-1.3%	0.1%	-3%	8%	-0.6	71	i	16%	-0.3%

# The listing picks up, repeating the two entries before the break.
SMILES,TNAP activation fold,KOR beta-arrestin-1,CSM14.1 death rescue,KOR beta-arrestin-2,NOD1 inhibition,NTR1 agonist,NTR1 agonist cell count 20 µM,Yfh1-off respiration,NOD2 inhibition,GPR55 activation
CCCSc1nc(N)c2c3c(sc2n1)CN(C)CC3,1.1,-3.3%,nt,7%,-33%,3.5,37,nt,-8%,0.6%
CCC(C)(C)C(=O)Nc1ccc(C(N)=O)cc1,1.1,0.1%,0.0%,-8%,1%,0.3,47,i,9%,-0.1%
C(#CC1CCCC1)c1ccc2c(c1)COc1c3ccccc3nn1-2,nt,7.2%,nt,31%,-11%,7.8,55,i,-83%,-0.2%
CCOc1ccccc1CN(CCc1ccc2c(c1)OCO2)Cc1ccccn1,1.2,-8.5%,1.9%,37%,0%,0.0,39,i,-21%,-0.2%
CC(=O)Nc1ccc(-c2csc(NCc3ccco3)n2)cc1,1.1,-2.0%,-3.3%,-4%,-62%,0.9,44,i,-85%,0.0%
Cc1cc(Cl)cc(Cl)c1OCCCCN(C)C,1,-3.7%,-0.3%,-26%,-18%,-2.0,39,i,8%,-0.3%
CCC(C)C(NS(=O)(=O)c1ccc(C)cc1)C(=O)O (stereo not drawn),1.1,-3.1%,1.8%,-18%,-27%,-0.3,90,i,10%,0.4%
O=C(NCc1ccccc1)c1ccc(COCC(F)(F)F)o1,1.1,-6.3%,-2.0%,10%,-13%,1.1,63,i,9%,-0.3%
O=S(=O)(c1ccc2nc(Cc3ccccc3)[nH]c2c1)N1CCOCC1,1.1,0.2%,1.1%,2%,21%,-0.9,42,i,1%,-0.2%
O=C(CSc1cn[nH]n1)Nc1cccc(C(F)(F)F)c1,nt,-4.7%,nt,-3%,0%,-0.3,53,nt,12%,-0.2%
C/C(N)=C(/C#N)C(=O)COC(=O)c1cccc(C)c1O,nt,-0.7%,nt,11%,-13%,-1.2,52,i,-42%,0.8%
Cc1cccc(C(=O)N/C(=C\c2ccco2)C(=O)N2CCCCCC2)c1,nt,-2.4%,nt,-14%,-28%,0.6,46,nt,5%,0.6%
C(=N\Nc1nc2ccccc2s1)/c1ccc2c(c1)OCO2,1.2,-0.9%,-2.6%,15%,-30%,9.2,46,i,-159%,0.2%
C/C(CC(=O)Nc1ccc(N(C)C)cc1)=N\NC(=O)c1ccccn1,1.1,-5.3%,0.1%,10%,-19%,-1.1,54,i,-4%,-0.2%
CN(C)C(=O)CCc1nc(-c2ccc(C(C)(C)C)cc2)no1,1.1,-1.5%,-2.3%,-1%,-2%,-1.0,60,i,-60%,0.0%
COc1ccc(-c2csc(NC(=O)c3ccccc3F)c2C(=O)O)cc1,nt,4.0%,nt,-11%,-15%,-1.3,76,nt,-11%,0.0%
COc1ccc(C(=O)C[n+]2cccc(Br)c2)cc1,nt,-1.4%,nt,7%,-5%,1.1,56,i,11%,-0.1%
O=C(c1ccc(S(=O)(=O)Nc2ccc(F)cc2)cc1)N1CCN(c2ccccn2)CC1,1.1,6.5%,0.2%,-8%,-11%,0.7,33,i,34%,-0.4%
CC(=O)NCc1cccc(CNC(C)=O)n1,1.1,0.6%,nt,-51%,16%,-2.1,82,i,-6%,-0.1%
CCCSc1nnc(NC(=O)Nc2ccc(C)cc2)s1,nt,5.1%,nt,7%,-5%,3.0,41,i,-8%,0.4%
CN(CCCNC(=O)CCC(=O)N1CCOc2ccccc21)Cc1ccccc1,nt,-3.4%,nt,-33%[20 µM],44%,0.4,73,nt,14%,-0.1%
COc1cc(C(=O)NC(C)c2ccc3ccccc3c2)cc(Cl)c1O (stereo not drawn),nt,-4.4%,nt,-22%,9%,-0.5,29,nt,1%,-0.1%
Cc1ccc(C)c(N2CCN(C(=O)CCS(=O)(=O)c3ccc4c(c3)oc(=O)n4C)CC2)c1,nt,-1.5%,nt,0%,-5%,1.7,56,nt,24%,-0.2%
CC(C(=O)N1CCN(c2ccc(Cl)cc2)CC1)c1ncc(C(F)(F)F)cc1Cl (stereo not drawn),1.1,1.7%,3.3%,4%,-13%,6.0,48,i,9%,-0.1%
Cc1ccc(N2C(=O)CC(Nc3cccc4ccccc34)C2=O)cc1 (stereo not drawn),nt,-2.5%,nt,34%,1%,0.2,49,i,9%,-0.3%
COc1ccc(CCN2C(=S)N(c3ccccc3)C(=O)C2CC(=O)O)cc1OC (stereo not drawn),nt,-1.3%,nt,-1%,-4%,-0.8,61,nt,-10%,-0.1%
CC(CN1C(C)CCCC1C)OC(=O)c1ccccc1Cl (stereo not drawn),1,-1.3%,-0.7%,5%,-23%,0.6,69,i,3%,0.0%
Cc1ccc(NC(=O)COC(=O)C2=COCCO2)c([N+](=O)[O-])c1,1,-7.3%,0.3%,9%,-14%,0.9,53,i,18%,-0.4%
Cc1cccc(NC(=O)c2ccc([N+](=O)[O-])s2)n1,nt,0.2%,nt,-40%,-25%,1.4,59,nt,49%,-0.2%
CCOc1ccc(NC(=S)NN2CCN(C)CC2)cc1,1.1,1.5%,0.8%,1%,-34%,-0.6,52,i,-10%,0.2%
Cc1cccc2cc(CN(CCc3ccccc3)C(=O)N3CCOCC3)c3nnnn3c12,1.1,0.9%,0.8%,12%,3%,0.8,88,i,17%,-0.2%
O=C(Cc1ccccc1)n1nc(-c2ccccc2)nc1NCc1ccco1,0.7,-0.4%,-1.1%,7%,-16%,4.1,59,i,-7%,-0.1%

# Source: PubChem BioAssay

# The list is partial; the hit share may differ from the screen's.
